Insulin prom inh: TRM-6 insulin promoter activity inhibition. inhibition, % at 2 µM. TRM-6 cells (human fetal islet line), insulin promoter-eGFP reporter, imaging; reporter expression induced with tamoxifen. actives 0.9% (n = 130,000);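 active = inhibition above the mean plus 3 SD, with well images judged a real hit on visual review, cut at about 60% in these data, passing the limit was not always enough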
sdo1 growth: compounds rescuing growth of sdo1-depleted yeast, bone marrow failure model; S. cerevisiae sdo1-depleted JHY4D growth rescue, OD600 30 h; hits give high values; pdr5 snq2 efflux-pump mutant strain; z-score at 10 µM; actives 0.21% (n = 140,000); AID 817;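 active = z-score above 3 at both the 24 hr and the 30 hr optical density reads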;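 note: z-score against mean and SD of all compound wells on the same plate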
sdo1 growth Rescue 24 h: recorded beside sdo1 growth, whose call it bears; z-score; S. cerevisiae sdo1-depleted JHY4D growth rescue, OD600; measured here: growth rescue at 24 h;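 0 is the plate mean of compound wells and units are plate SD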
* = called active by the depositor; & = joins results of further samples. Only part of the results is shown; rates above refer to the full screens.

SMILES | Insulin prom inh | sdo1 growth | sdo1 growth Rescue 24 h
CC[C@@H]1C(=O)OC[C@@H]1Cc1cncn1C | 50&-10 | 0.94&0.42 | 1.1&-0.36

Screens from PubChem BioAssay.
